Gli-Sufu block: blocks Gli-Sufu signaling in a luciferase reporter. Sufu-KO-LIGHT fibroblasts, Gli luciferase reporter luminescence. AID 588413. inhibition, % at 5 µM. hit rate 0.74% among 340,000;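 active = inhibition above about 55%, limit read from the data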;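 note: 0% = DMSO-treated cells and 100% = wells with medium but no cells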
CCR6 antagonist: CCR6 (human) receptor antagonism; P51684; CHO-K1 CCR6 PathHunter beta-arrestin, luminescence, CCL20-stimulated; inhibition, % at 20 µM; hit rate 0.49% among 340,000;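 active = compounds whose inhibition of the agonist-driven luminescence signal at 20 µM reaches about 50%, limit read from the data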;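 note: cells stimulated with CCL20 at 14 nM final; plate controls were DMSO with CCL20 for no effect and DMSO without agonist for full effect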
UBC13 inh: inhibitors of human UBC13 polyubiquitin chain formation | hit rate 0.47% among 330,000 | P61088 | TR-FRET | inhibition, % at 20 µM; in the data active = inhibition above about 45%, passing the limit was not always enough
Target sequence (P61088 whole entry, looked up): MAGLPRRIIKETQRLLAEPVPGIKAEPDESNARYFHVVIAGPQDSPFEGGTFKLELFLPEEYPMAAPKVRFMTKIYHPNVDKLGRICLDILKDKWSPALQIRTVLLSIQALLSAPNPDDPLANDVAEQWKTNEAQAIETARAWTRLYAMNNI
CXCR6 block: blocks human CXCR6 beta-arrestin recruitment | O00574 | CHO-K1 PathHunter CXCR6 beta-arrestin, luminescence | inhibition, % at 20 µM | hit rate 0.36% among 360,000; in the data active = inhibition above about 34%, passing the limit was not always enough;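 note: antagonist mode with CXCL16 agonist at 10 nM final; 0% = 10 nM CXCL16 with DMSO and 100% = unstimulated wells without agonist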
APJ antag: blocks the human apelin receptor APJ | P35414 | CHO-K1 APJ beta-arrestin complementation, luminescence | inhibition, % at 20 µM | hit rate 0.32% among 330,000 | AID 2521;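 active = inhibition above about 40% at 20 µM, limit read from the data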;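 note: cells challenged with 10 nM apelin-13 agonist together with compound; plate controls were apelin-13 plus DMSO wells for no effect and DMSO wells lacking apelin-13 for full effect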
Target sequence (P35414 whole entry, looked up): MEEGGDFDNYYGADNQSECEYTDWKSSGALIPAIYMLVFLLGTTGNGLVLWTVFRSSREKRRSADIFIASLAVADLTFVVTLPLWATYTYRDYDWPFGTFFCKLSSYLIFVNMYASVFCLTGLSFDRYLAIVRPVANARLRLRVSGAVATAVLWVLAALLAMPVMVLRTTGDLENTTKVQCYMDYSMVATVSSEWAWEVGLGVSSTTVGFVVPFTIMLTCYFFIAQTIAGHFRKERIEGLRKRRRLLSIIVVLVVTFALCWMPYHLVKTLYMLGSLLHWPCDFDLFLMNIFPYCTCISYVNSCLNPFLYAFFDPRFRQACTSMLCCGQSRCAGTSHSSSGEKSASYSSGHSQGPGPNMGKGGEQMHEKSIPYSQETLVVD
EBI2 antag: EBI2 (human) antagonism; P32249; EBI2 beta-arrestin recruitment, luminescence, 7a,25-OHC stimulated; inhibition, % at 5 µM; hit rate 0.81% among 360,000; AID 651636; in the data active = inhibition above about 38%;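 note: enzyme fragment complementation signal reports receptor beta-arrestin coupling in cells; 0% = agonist plus DMSO wells and 100% = wells without agonist; some results beyond the cut were filed as inactive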
Target sequence (P32249 whole entry, looked up, the tested form may be a part): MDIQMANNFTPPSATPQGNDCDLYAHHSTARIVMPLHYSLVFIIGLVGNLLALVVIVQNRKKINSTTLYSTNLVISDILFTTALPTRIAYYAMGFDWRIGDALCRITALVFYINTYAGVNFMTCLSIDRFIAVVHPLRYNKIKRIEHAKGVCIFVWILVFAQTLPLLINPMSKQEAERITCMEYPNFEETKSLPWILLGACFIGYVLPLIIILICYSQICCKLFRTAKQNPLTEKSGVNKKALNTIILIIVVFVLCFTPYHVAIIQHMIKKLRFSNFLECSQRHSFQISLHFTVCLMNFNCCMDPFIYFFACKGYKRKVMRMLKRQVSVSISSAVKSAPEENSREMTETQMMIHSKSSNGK
Jurkat NFkB inh: inhibitors of the PMA/ionomycin-induced NF-kB reporter in Jurkat cells. PMA/ionomycin-induced NF-kB luciferase reporter, luminescence. inhibition, % at 4 µM. hit rate 0.53% among 330,000. AID 435003; in the data active = inhibition above about 50%
697 NFkB inh: lowers PMA/ionomycin-induced NF-kB signal in 697 B cells; inhibition, % at 4 µM; AID 435022; hit rate 0.33% among 330,000; 697 B-cell NF-kB luciferase reporter, 16 h; in the data active = inhibition above about 35%
Active calls of the source: *.

The opening two entries, to show the layout:
What do the screens show for `CCOc1ccc2nc(N/C(N)=N/S(C)(=O)=O)nc(C)c2c1`?
Gli-Sufu block: -14; CCR6 antagonist: 7; UBC13 inh: 26; CXCR6 block: 0; APJ antag: 1; EBI2 antag: 2; Jurkat NFkB inh: -19; 697 NFkB inh: -12

Results for Cc1cc(C(=O)Nc2nc3c(s2)CCCC3)no1 ?
Gli-Sufu block: -92; CCR6 antagonist: 14; UBC13 inh: -3; CXCR6 block: 8; APJ antag: 10; EBI2 antag: -11; Jurkat NFkB inh: -104; 697 NFkB inh: -174

The listing, from the first entry:
What do the screens show for `CCOc1ccc2nc(N/C(N)=N/S(C)(=O)=O)nc(C)c2c1`?
Gli-Sufu block: -14; CCR6 antagonist: 7; UBC13 inh: 26; CXCR6 block: 0; APJ antag: 1; EBI2 antag: 2; Jurkat NFkB inh: -19; 697 NFkB inh: -12

Results for Cc1cc(C(=O)Nc2nc3c(s2)CCCC3)no1 ?
Gli-Sufu block: -92; CCR6 antagonist: 14; UBC13 inh: -3; CXCR6 block: 8; APJ antag: 10; EBI2 antag: -11; Jurkat NFkB inh: -104; 697 NFkB inh: -174

Results for C[C@H](CO)N1C[C@H](C)[C@@H](CN(C)C(=O)NC2CCCCC2)Oc2ccc(NC(=O)c3ccncc3)cc2C1=O ?
Gli-Sufu block: -9; CCR6 antagonist: -4; UBC13 inh: 2; CXCR6 block: 3; APJ antag: 20; EBI2 antag: -4; Jurkat NFkB inh: 8; 697 NFkB inh: 15

Results for O=C(O)/C=C\C(=O)Nc1ccccc1C(=O)NC1CCCCC1 ?
Gli-Sufu block: -1; CCR6 antagonist: -10; UBC13 inh: 9; CXCR6 block: -4; APJ antag: -10; EBI2 antag: 1; Jurkat NFkB inh: -5; 697 NFkB inh: -27

Results for CCC(SCC(=O)OC)C(=O)Nc1nnc(C(C)C)s1 (stereo unspecified) ?
Gli-Sufu block: -11; CCR6 antagonist: 3; UBC13 inh: -14; CXCR6 block: 0; APJ antag: -7; EBI2 antag: 0; Jurkat NFkB inh: 12; 697 NFkB inh: 10

Results for COc1ccc(C2CC2C(=O)c2ccccn2)cc1 (stereo unspecified) ?
Gli-Sufu block: -29; CCR6 antagonist: 11; UBC13 inh: 5; CXCR6 block: 4; APJ antag: 4; EBI2 antag: -2; Jurkat NFkB inh: -21; 697 NFkB inh: -14

Results for CCOc1cc(Cl)c(S(=O)(=O)NCc2cccnc2)cc1Cl ?
Gli-Sufu block: -9; CCR6 antagonist: 0; UBC13 inh: -3; CXCR6 block: -4; APJ antag: 0; EBI2 antag: -2; Jurkat NFkB inh: -2; 697 NFkB inh: -5

Results for Cc1ccc(C)c2[nH]c(=O)c(CCNC(=O)CC(C)(C)C)cc12 ?
Gli-Sufu block: -3; CCR6 antagonist: 1; UBC13 inh: -12; CXCR6 block: 4; APJ antag: -64; EBI2 antag: -1; Jurkat NFkB inh: 13; 697 NFkB inh: -3

What do the screens show for `CC1Cc2ccccc2N1C(=O)COC(=O)CCc1nc2ccccc2c(=O)[nH]1` (stereo unspecified)?
Gli-Sufu block: 6; CCR6 antagonist: 13; UBC13 inh: 6; CXCR6 block: 0; APJ antag: 26; EBI2 antag: 2; Jurkat NFkB inh: -8; 697 NFkB inh: 13

How did CN(C)c1nc(OCCNC(=O)COc2ccc(Cl)cc2Cl)nc(N(C)C)n1 do in these assays?
Gli-Sufu block: 2; CCR6 antagonist: -17; UBC13 inh: -17; CXCR6 block: -6; APJ antag: -5; EBI2 antag: 4; Jurkat NFkB inh: -15; 697 NFkB inh: -6

How did O=C1C=C(c2ccnc3cc(Cl)ccc23)C[C@@H](c2ccc3c(c2)OCO3)C1 do in these assays?
Gli-Sufu block: 67*; CCR6 antagonist: 5; UBC13 inh: -7; CXCR6 block: -2; APJ antag: -5; EBI2 antag: 28; Jurkat NFkB inh: 35; 697 NFkB inh: 2

How did Cc1cccc(C)c1OCC(=O)NCC1CCCO1 (stereo unspecified) do in these assays?
Gli-Sufu block: 14; CCR6 antagonist: 3; UBC13 inh: 10; CXCR6 block: 0; APJ antag: 7; EBI2 antag: -2; Jurkat NFkB inh: -1; 697 NFkB inh: 12

How did CCN(CC(=O)Nc1ccc(NC(C)=O)cc1)C(=O)c1cc(S(=O)(=O)N2CCCCCC2)ccc1OC do in these assays?
Gli-Sufu block: -11; CCR6 antagonist: 7; UBC13 inh: -2; CXCR6 block: 8; APJ antag: 11; EBI2 antag: -4; Jurkat NFkB inh: 1; 697 NFkB inh: 13

What do the screens show for `CCNC1=C(Cl)C(=O)c2ccccc2C1=O`?
Gli-Sufu block: -9; CCR6 antagonist: -11; UBC13 inh: -389; CXCR6 block: 7; APJ antag: -27; EBI2 antag: 0; Jurkat NFkB inh: 13; 697 NFkB inh: -8

How did COC(=O)c1[nH]c2c(c1C)C(=O)CC(c1ccc(OC)c(OC)c1)C2 (stereo unspecified) do in these assays?
Gli-Sufu block: 2; CCR6 antagonist: 7; UBC13 inh: 3; CXCR6 block: -9; APJ antag: -11; EBI2 antag: 12; Jurkat NFkB inh: -14; 697 NFkB inh: -34

What do the screens show for `CC1=C(C(=O)OCc2ccccc2)C(c2ccc(-c3ccccc3)cc2)NC(=O)N1CCCC(=O)O` (stereo unspecified)?
UBC13 inh: -7; APJ antag: 21; Jurkat NFkB inh: 22; 697 NFkB inh: 10

Results for CCOC(=O)c1c(NC(=O)COC(=O)c2ccccc2NC)sc(C(=O)N(C)C)c1C ?
Gli-Sufu block: 28; CCR6 antagonist: 28; UBC13 inh: 14; CXCR6 block: 18; APJ antag: 20; EBI2 antag: 13; Jurkat NFkB inh: 11; 697 NFkB inh: -12

What do the screens show for `CC(CN1CCOCC1)OC(=O)c1cccc(Br)c1` (stereo unspecified)?
Gli-Sufu block: -3; CCR6 antagonist: -6; UBC13 inh: 3; CXCR6 block: 0; APJ antag: 5; EBI2 antag: -4; Jurkat NFkB inh: -10; 697 NFkB inh: 10

Results for COc1ccc2c(c1)N1CCN=C1N2C ?
Gli-Sufu block: 3; CCR6 antagonist: 22; UBC13 inh: -6; CXCR6 block: -2; APJ antag: 4; EBI2 antag: -4; Jurkat NFkB inh: -26; 697 NFkB inh: -8

What do the screens show for `COc1ccc(CCNC(=O)c2ccc(NC(=O)CC3SC(N4CCCCC4)=NC3=O)cc2)cc1OC` (stereo unspecified)?
Gli-Sufu block: -1; CCR6 antagonist: 2; CXCR6 block: 6; EBI2 antag: 4

What do the screens show for `CC(=O)c1ccc(OCC(=O)NCc2ccc(F)cc2)cc1`?
Gli-Sufu block: 2; CCR6 antagonist: 8; UBC13 inh: 3; CXCR6 block: 5; APJ antag: -19; EBI2 antag: 9; Jurkat NFkB inh: 12; 697 NFkB inh: 10

What do the screens show for `O=C(NCCC1=CCCCC1)C1CCC(CNc2c(N3CCCCC3)c(=O)c2=O)CC1` (stereo unspecified)?
Gli-Sufu block: -5; CCR6 antagonist: 10; UBC13 inh: -4; CXCR6 block: -8; APJ antag: -6; EBI2 antag: -2; Jurkat NFkB inh: -4; 697 NFkB inh: 22

What do the screens show for `CC1(C)C(=O)Nc2ccccc2N1C(=O)COC(=O)COc1ccc(C#N)cc1`?
Gli-Sufu block: 12; CCR6 antagonist: -2; UBC13 inh: -9; CXCR6 block: -13; APJ antag: -7; EBI2 antag: -12; Jurkat NFkB inh: -1; 697 NFkB inh: -19

What do the screens show for `COc1ccc(C(=O)Nc2ccc3nc(N4CCCCC4)cc(C)c3c2)c(OC)c1`?
UBC13 inh: 3; APJ antag: -10; Jurkat NFkB inh: -11; 697 NFkB inh: -16

What do the screens show for `CCN(CC)c1nc(Nc2ccccc2)nc(Oc2ccc(=O)[nH]n2)n1`?
Gli-Sufu block: 2; CCR6 antagonist: -6; UBC13 inh: 3; CXCR6 block: 7; APJ antag: -16; EBI2 antag: 4; Jurkat NFkB inh: -3; 697 NFkB inh: 28

Results for CCN(CC)CCOC(=O)c1cccc(Br)c1 ?
Gli-Sufu block: -20; CCR6 antagonist: -28; UBC13 inh: -9; CXCR6 block: 3; APJ antag: 1; EBI2 antag: 0; Jurkat NFkB inh: -1; 697 NFkB inh: 5

What do the screens show for `Cc1ccc(SCC(=O)Nc2ccc(F)cc2[N+](=O)[O-])cc1C`?
Gli-Sufu block: -3; CCR6 antagonist: 14; UBC13 inh: 6; CXCR6 block: -7; APJ antag: -20; EBI2 antag: -1; Jurkat NFkB inh: 7; 697 NFkB inh: 15

What do the screens show for `COc1ccccc1Nc1cc(C)nc2c(C)ccc([N+](=O)[O-])c12`?
Gli-Sufu block: 27; CCR6 antagonist: 23; UBC13 inh: -12; CXCR6 block: -3; APJ antag: -1; EBI2 antag: 2; Jurkat NFkB inh: 5; 697 NFkB inh: -11

Results for Cc1nc2nc(C)c(CCC(=O)N3CCN(c4ccccc4)CC3)c(C)n2n1 ?
Gli-Sufu block: 1; CCR6 antagonist: -9; UBC13 inh: 11; CXCR6 block: -7; APJ antag: 22; EBI2 antag: -6; Jurkat NFkB inh: -3; 697 NFkB inh: 11

How did O=c1c2c3c(sc2nc2n1CCCCC2)CCC3 do in these assays?
Gli-Sufu block: 12; CCR6 antagonist: 18; UBC13 inh: 16; CXCR6 block: -4; APJ antag: 8; EBI2 antag: 1; Jurkat NFkB inh: -12; 697 NFkB inh: -4

How did NS(=O)(=O)c1ccc(Cc2ncc(C(F)(F)F)cc2Cl)s1 do in these assays?
Gli-Sufu block: 5; CCR6 antagonist: 13; UBC13 inh: 0; CXCR6 block: 4; APJ antag: 5; EBI2 antag: 4; Jurkat NFkB inh: 2; 697 NFkB inh: -8

Results for CC(C)=Cc1oc2ccc([N+](=O)[O-])cc2c1N1CCOCC1 ?
Gli-Sufu block: 24; CCR6 antagonist: 7; UBC13 inh: -8; CXCR6 block: 7; APJ antag: 23; EBI2 antag: 1; Jurkat NFkB inh: 1; 697 NFkB inh: -15

How did COC(=O)c1cn(NC(=O)c2ccc([N+](=O)[O-])c(C)c2)c(=O)c2ccccc12 do in these assays?
Gli-Sufu block: 5; CCR6 antagonist: 7; UBC13 inh: 2; CXCR6 block: -1; APJ antag: 12; EBI2 antag: 4; Jurkat NFkB inh: 8; 697 NFkB inh: 6

What do the screens show for `O=C(NC(Cc1ccccc1)C(=O)O)/C(=C\c1ccc([N+](=O)[O-])cc1)NC(=O)c1ccco1` (stereo unspecified)?
Gli-Sufu block: -4; CCR6 antagonist: -2; UBC13 inh: -12; CXCR6 block: -13; APJ antag: -25; EBI2 antag: -17; Jurkat NFkB inh: 6; 697 NFkB inh: -28

Results for Nc1ccc(Oc2ccc3nc(-c4ccccc4)c(-c4ccc([N+](=O)[O-])cc4)nc3c2)cc1 ?
Gli-Sufu block: -14; CCR6 antagonist: 23; UBC13 inh: -29; CXCR6 block: -8; APJ antag: -5; EBI2 antag: 13; Jurkat NFkB inh: 3; 697 NFkB inh: -2

Results for CCC(=O)NC(=S)Nc1ccc(S(=O)(=O)NC2CCCCC2)cc1 ?
Gli-Sufu block: 4; CCR6 antagonist: 11; UBC13 inh: -6; CXCR6 block: 6; APJ antag: -9; EBI2 antag: -8; Jurkat NFkB inh: 12; 697 NFkB inh: -7

Results for CCOc1ccccc1NC(=O)CN(c1nccs1)S(=O)(=O)c1ccc(N)cc1 ?
Gli-Sufu block: 0; CCR6 antagonist: 2; UBC13 inh: 7; CXCR6 block: -5; APJ antag: 2; EBI2 antag: -8; Jurkat NFkB inh: -17; 697 NFkB inh: 4

Results for Nc1nc2c(c(=O)[nH]1)C(c1ccccc1)C1=C(N2)c2ccccc2C1=O (stereo unspecified) ?
Gli-Sufu block: 3; CCR6 antagonist: 33; UBC13 inh: -83; CXCR6 block: 19; APJ antag: 45*; EBI2 antag: 9; Jurkat NFkB inh: -4; 697 NFkB inh: 13

What do the screens show for `COc1ccc(CCNC(=O)c2ccc3c(=O)n4c(nc3c2)CCC4)cc1OC`?
Gli-Sufu block: 5; CCR6 antagonist: 4; UBC13 inh: -3; CXCR6 block: -2; APJ antag: 14; EBI2 antag: -3; Jurkat NFkB inh: -11; 697 NFkB inh: -32

Results for CCCCn1c(=O)[nH]c(=O)c2c1nc(-c1ccc(-c3ccc(F)cc3)o1)n2C ?
Gli-Sufu block: 16; CCR6 antagonist: 10; UBC13 inh: 1; APJ antag: -16; Jurkat NFkB inh: 8; 697 NFkB inh: 3
